Screening data: PubChem BioAssay, National Center for Advancing Translational Sciences (NCATS)
HEK293 viab: reduces viability of HEK-293 SNCA reporter cells | HEK-293-SNCA-luc viability, GF-AFC fluorescence, 24 h | 150,000 tested, 0.12% active | AID 1671193 | Potency, µM (top dose mostly 57.1 µM), for inactives: top-dose activity change, negative = cytotoxicity, actives largely listed as cytotoxic;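 note: potency is the fitted concentration of half-maximal effect; 0% = DMSO-treated cells and -100% = medium-only wells without cells; nearly all actives have a fitted effect of over 30% in size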
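Cytotoxicity counterscreen: after 24 h compound treatment of genome-edited SNCA-luciferase HEK-293 cells, live-cell protease substrate GF-AFC read by fluorescence after 30 min; activity scaled between DMSO (0%) and medium-only (-100%), curves Hill-fitted.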
GPT2 inh: blocks human glutamate pyruvate transaminase 2; Q8TD30; Recombinant GPT2, coupled pyruvate oxidase/HRP Amplex Red fluorescence; Potency, µM (series often up to 57.7 µM), for inactives: top-dose activity change, negative = inhibition, most hits filed as inhibitors; AID 1671188; 100,000 tested, 0.25% active; note: potency is the fitted concentration of half-maximal effect; nearly all actives have a fitted effect of over 60% in size; many of its hits are not listed in these tables
Target sequence (Q8TD30 whole entry, looked up): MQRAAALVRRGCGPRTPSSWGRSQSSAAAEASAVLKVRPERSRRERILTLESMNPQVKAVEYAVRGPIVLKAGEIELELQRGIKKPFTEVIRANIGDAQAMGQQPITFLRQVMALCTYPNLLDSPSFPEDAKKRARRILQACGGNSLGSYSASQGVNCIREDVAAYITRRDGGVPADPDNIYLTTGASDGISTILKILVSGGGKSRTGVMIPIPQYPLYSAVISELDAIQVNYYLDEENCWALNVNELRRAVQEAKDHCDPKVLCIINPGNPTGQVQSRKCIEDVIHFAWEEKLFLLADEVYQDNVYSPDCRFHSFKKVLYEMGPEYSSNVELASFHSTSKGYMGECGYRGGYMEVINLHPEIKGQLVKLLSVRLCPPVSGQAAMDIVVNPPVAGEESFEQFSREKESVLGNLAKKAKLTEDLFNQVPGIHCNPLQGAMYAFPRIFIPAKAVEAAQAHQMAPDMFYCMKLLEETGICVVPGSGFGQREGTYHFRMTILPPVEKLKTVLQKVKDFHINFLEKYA
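Fluorescence of coupled pyruvate oxidase/HRP/Amplex Red system (50uM Amplex, 30 min, dark) reports pyruvate formed by GPT2. Enzyme reaction: 10ng/uL GPT2, 2mM L-alanine, 250uM a-KG, 30 min room temperature, pH 7.5; 50uM AOA control.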
NIH3T3 tox: kills NIH 3T3 cells. NIH 3T3 viability, CellTiter-Glo ATP luminescence, 48-72 h. Potency, µM (series often up to 96.7 µM), for inactives: at the top dose activity change, negative = cytotoxicity, usual class: inhibitors. 94,000 tested, 4.3% active. AID 1345082; note: potency is the fitted concentration of half-maximal effect; nearly all actives have a fitted effect of over 55% in size
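ATP-dependent luminescence (CellTiter-Glo) served as the viability signal for NIH 3T3 cells treated with compound for 48 or 72 hr at 37 °C.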
SNCA expr inh: reduces expression of the alpha-synuclein gene; HEK-293 SNCA-luciferase knock-in, luminescence, 24 h; Potency, µM (top dose mostly 57.2 µM), inactives show at the top dose activity change, negative = inhibition, hits mostly inhibitors; 140,000 tested, 0.17% active;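 note: potency is the fitted concentration of half-maximal effect; plate controls were DMSO cells for no effect and cell-free wells for full effect; nearly all actives have a fitted effect of over 45% in size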
HEK293 tox: HEK 293 cell cytotoxicity. Potency, µM (top dose mostly 115 µM), inactives show at the top dose activity change, negative = cytotoxicity, most hits filed as inhibitors. HEK 293 viability, ATP luminescence (CellTiter-Glo), 48-72 h. 94,000 tested, 6.6% active; note: potency is the fitted concentration of half-maximal effect; nearly all actives have a fitted effect of over 60% in size
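Luminescence from cellular ATP, measured with CellTiter-Glo, indicates HEK 293 viability. Cells plated at 250 cells/well are treated with compound for 48 or 72 hr at 37 degree Celsius before reagent addition.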
FLuc inh: blocks purified firefly luciferase enzyme activity | P08659 | purified P. pyralis luciferase, luminescence, biochemical | Potency, µM (doses to about 115 µM), for inactives: top-dose activity change, negative = inhibition, actives largely listed as inhibitors | 76,000 tested, 2.5% active | AID 1347043; note: potency is the fitted concentration of half-maximal effect; nearly all actives have a fitted effect of over 65% in size
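Inhibitors were tested against purified firefly luciferase in a biochemical, low-substrate format (both substrates at 10uM) and luminescence measured with a CCD imager.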
IP6K1 inhibitor: IP6K1 kinase inhibition; IP6K1 kinase, ADP-Glo luminescence, 2 h; stronger effect = lower value; 140,000 tested, 0.81% active; Q92551; activity change, % (series mostly up to about 58 µM); in the data active = activity change below about -25%
Target sequence (Q92551 whole entry, looked up): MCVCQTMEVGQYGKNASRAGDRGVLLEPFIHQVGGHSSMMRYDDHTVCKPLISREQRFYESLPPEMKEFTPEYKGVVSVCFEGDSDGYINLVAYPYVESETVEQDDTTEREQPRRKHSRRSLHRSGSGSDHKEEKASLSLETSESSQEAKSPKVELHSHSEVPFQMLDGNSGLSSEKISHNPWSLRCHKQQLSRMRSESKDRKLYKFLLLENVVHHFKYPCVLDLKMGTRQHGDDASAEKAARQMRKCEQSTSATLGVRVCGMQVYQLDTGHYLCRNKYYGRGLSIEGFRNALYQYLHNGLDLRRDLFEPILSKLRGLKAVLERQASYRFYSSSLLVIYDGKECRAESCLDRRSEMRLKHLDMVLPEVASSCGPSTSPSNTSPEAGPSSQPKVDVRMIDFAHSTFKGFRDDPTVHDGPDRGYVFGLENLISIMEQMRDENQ
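ADP-Glo luminescence measures ADP made by human IP6K1 during a 2 h RT reaction with ATP/IP6 (mix at 1.3 mM/130 uM); top library doses 57.5 and 19.1 uM final.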
An asterisk follows results filed as active; i = inactive; u = inconclusive; x = no result given; & = joins results of further samples; ! = not confirmed by another sample; [ ] = dose if it differs, or a comment. Unless noted, calls come from the whole dose curve; as a rule, active = well fitted curve in the direction sought with a large enough effect; inconclusive = small, poorly fitted or top-dose-only effect, or another doubt; inactive = no such curve, though single readings can be large; an effect the other way counts as inactive or inconclusive. Unless noted, % is set by controls: 0 for no effect and ±100 for the full control effect.

item	Compound	HEK293 viab	GPT2 inh	NIH3T3 tox	SNCA expr inh	HEK293 tox	FLuc inh	IP6K1 inhibitor
1	COc1ccc(C(=O)N2CCN(C(=O)c3ccccc3)C[C@@H]2C(=O)N[C@H]2CCCNC2=O)cc1	9%	-15%	-8%	23%	-4%	17%	32
2	CC(C)C(=O)N1c2nc(-c3ccco3)nn2C2(CCCCC2)[C@@H]2CCCC[C@@H]21	-5%	x	x	-6%	x	x	-6
3	CCOc1ccc(N2C(=O)c3[nH]nc(-c4ccccc4)c3C2c2ccc(O)c(OC)c2)cc1 (centres undefined)	u	x	x	u	x	x	24
4	O=C1OCc2cc3cccc(O[C@@H]4O[C@H](CO)[C@@H](O)[C@H](O)[C@H]4O)c3c(O)c21	u	-7%[27.3 µM]	x	x	x	x	-13
5	COc1ccc(Nc2ccnc(N3CCN(C(=O)Nc4ccc(Cl)cc4)CC3)n2)cc1	u	i	-22%	u	u	x	4
6	CCCCCCC[N+](CC)(CC)CCCCc1ccc(Cl)cc1	-14%[23.9 µM]	i	x	-73%[25.6 µM]	x	x	-3
7	COc1ccc(CN(C)Cc2ccccc2C(F)(F)F)cc1	0%[87.6 µM]	1%[88.5 µM]	-11%[138 µM]	19%[87.6 µM]	-14%[172 µM]	2%[172 µM]	-1
8	Cc1nc(C2CC(O)C2)cc(N2CCC(OCc3cccnc3)CC2)n1 (centres undefined)	2%	u	u	-5%	-37%	0%	33
9	Cc1ccccc1-c1nc2cnccn2c1NCCC(=O)NCc1ccco1	u	u	-13%	-5%	-9%	-6%	-5
10	CN1CCN(C)C2(CCN(C(=O)c3cn4cc(Cl)ccc4n3)CC2)C1	6%	i	-13%	13%	-16%	0%	-3

(further entries)
item	Compound	HEK293 viab	GPT2 inh	NIH3T3 tox	SNCA expr inh	HEK293 tox	FLuc inh	IP6K1 inhibitor
11	Cc1noc(C)c1S(=O)(=O)N1CCCC(C(=O)Nc2ccc(C(C)C)cc2)C1 (centres undefined)	21%	x	x	27%	x	x	20
12	COc1ccc(C(=O)N2CCC(C(NC(=O)c3ccccc3Cl)C(=O)N3CCCCC3)CC2)cc1 (centres undefined)	-5%	3%	u	16%	-23%	-5%	28
13	Cc1cc(C)c2oc(C(=O)Nc3ccc(S(=O)(=O)N4CCCCC4)cc3)cc(=O)c2c1	6%	x	x	u	x	x	-26*
14	Cc1ccc2oc(C(=O)N3CCC(c4nc5ccccc5s4)CC3)c(C)c2c1	-5%	x	x	u	x	x	-20
15	O=C(NCC1CCOCC1)Nc1ccc(C(F)(F)F)cc1	5%	-8%	-8%	22%	-11%	-16%	26
16	COc1ccc(C(=O)NC2CCN(c3cnn(C)c(=O)c3)CC2)c(OC)c1	u	1%	-15%	0%	-2%	3%	36
17	CN(C)CCCNC(=O)c1ccc2c(c1)N(S(C)(=O)=O)CC2	5%	i	i	2%	-3%	-1%	-4
18	Cc1cccc(-n2nc(-c3c(C)nc4scc(CC(=O)NC5CCCCC5)n4c3=O)cc2C)c1C	u	i	u	u	u	-2%	1
19	COc1ccc(NS(=O)(=O)c2cc3c(cc2C)N(C(C)=O)CCO3)cc1	7%	x	x	3%	x	x	-5
20	O=[S+]([O-])(c1cccs1)N1CCc2nc(C3CC3)nc(-c3ccc(Cl)cc3)c2CC1	13%	u	-5%	27%	-12%	-2%	0

Next entries:
item	Compound	HEK293 viab	GPT2 inh	NIH3T3 tox	SNCA expr inh	HEK293 tox	FLuc inh	IP6K1 inhibitor
21	Cc1cc(C)cc(-c2ccc(CN3CCCC(c4nc5ccc(F)cc5c(=O)[nH]4)C3)cc2)c1 (centres undefined)	-6%&-12%	2%&-8%	18µM*	u	40µM*!	-5%	25&-11
22	CCC1CN(S(=O)(=O)c2cc(-c3onc(C)c3C)ccc2C)c2cc(Cl)ccc2O1 (centres undefined)	-26%	x	x	-15%	x	x	40
23	Cc1noc(C)c1CCCNC(=O)c1ccc(N(C)C2CCOC2)nc1 (centres undefined)	6%	i	2%	38%	1%	8%	5
24	O=C(Nc1ccc([C@@H](O)[C@H]2COCC(=O)N2Cc2ccc(F)cc2)cc1)c1cccs1	2%	u	-21%	-20%	u	7%	-6
25	CCOc1ccccc1NC(=O)C1=C(C)Nc2ncnn2C1c1cccs1 (centres undefined)	0%	x	x	1%	x	x	6
26	Cc1ccccc1Cn1cnc2nc3c(cc2c1=O)CC(C)CC3 (centres undefined)	-1%	x	x	87%[activator]	x	x	27
27	CC(C)c1cc(C2CCN(Cc3cn[nH]c3-c3ccccc3)CC2)[nH]n1	-5%	i[11.5 µM]	-12%	-22%	-14%	-5%	50
28	O=C(Cc1ccccc1)NCC1CCOCC1	-1%	i	i	6%	-1%	2%	-8
29	CCNC(=O)N1[C@@H]2CC[C@H]1CC(NC(=O)c1ccc(F)cc1)C2 (some centres undefined)	6%	-10%	-1%	-4%	4%	0%	-10
30	CN1CCN([C@H]2CCN(C(=O)c3ccsc3)C[C@H]2CCCO)CC1	0%	-4%	-3%	-3%	i	-3%	-13

Other structures
item	Compound	HEK293 viab	GPT2 inh	NIH3T3 tox	SNCA expr inh	HEK293 tox	FLuc inh	IP6K1 inhibitor
31	CCCN(Cc1nc(-c2ccc(C(F)(F)F)cc2)oc1C)CC1CCCO1 (centres undefined)	-7%	u	u	-29%	u	-4%	13
32	COCCC(=O)N1CCC2(CC1)CC(N(Cc1ccc(F)cc1)C1CC1)CCO2 (centres undefined)	25%	i	-7%	-7%	-17%	-1%	-6
33	Cc1noc(-c2ccc(NCc3ccccc3)c([N+](=O)[O-])c2)n1	-13%	x	x	-75%	x	x	17
34	c1ccc(N2CCN(c3ncnc4[nH]ncc34)CC2)cc1	-3%	x	x	92%[activator]	x	x	4
35	COc1cccc(CNC(=O)[C@@H]2C[C@@H](O)CN2C2CCN(C(=O)c3sc(C)nc3C)CC2)c1	4%	4%	-15%	-18%	4%	4%	-5
36	O=C(c1ccc(F)cc1)N1CCC(Cc2nc(-c3cnccn3)no2)CC1	-1%	i	u	4%	u	-13%	-15
37	Cc1cccc(C)c1NC(=O)CCC(=O)N1Cc2ccccc2Oc2ncccc21	-1%	x	x	2%	x	x	5
38	Cc1ccc(CN(C(=O)COc2c(C)cccc2C)C2CCS(=O)(=O)C2)o1 (centres undefined)	-7%	x	x	33%[activator]	x	x	30
39	O=C(c1nc(-c2ccc(Cl)cc2)c2ccccn12)N1CCN(c2ncccn2)CC1	4%	-5%	u	0%	u	-10%	34
40	Cc1ccc(S(=O)(=O)N2CCCCCC2c2nnc(C)o2)c(C)c1 (centres undefined)	u	-22%	-11%	u	-24%	0%	-2

Continued.
item	Compound	HEK293 viab	GPT2 inh	NIH3T3 tox	SNCA expr inh	HEK293 tox	FLuc inh	IP6K1 inhibitor
41	COc1ccc(-n2c(=O)c3c(n2Cc2ccccc2)CN(C(=O)C(C)C)CC3)cc1	-10%[87.6 µM]	i	10µM*	5%[87.6 µM]	-4%[172 µM]	2%[172 µM]	23
42	CCc1noc(CC2CCOC3(CCN(S(=O)(=O)c4ccc(F)c(F)c4)CC3)C2)n1 (centres undefined)	-3%	-2%	u	7%	79µM*	10%	-14
43	CCCC1N=C2c3ccccc3N=C(SCC(=O)NCCc3ccc(Cl)cc3)N2C1=O (centres undefined)	u	x	x	3%	x	x	-5
44	O=C(C1CCCN1C(=O)Nc1ccc(Cl)cc1)N1CCC(N2CCOCC2=O)CC1 (centres undefined)	5%	i	-20%	-4%	i	x	6
45	COc1ccc(CN2C[C@@H](F)[C@@H](OCc3nc4ccncc4[nH]3)C2)cn1	6%[87.6 µM]	u	-36%[174 µM]	-18%[87.6 µM]	-33%[172 µM]	-7%[172 µM]	3
46	COc1ccc(C(=O)N[C@H]2CO[C@H]3[C@@H]2OC[C@@H]3n2nnnc2-c2cccc(OC)c2)cc1	-11%	i	-22%	3%	-19%	-11%	-11
47	COCCNC(=O)C[C@@H]1C[C@H]2O[C@H](CNCc3ccccc3OC)[C@@H](O)[C@H]2O1	5%[87.6 µM]	-1%[88.5 µM]	-1%[174 µM]	u	0%[172 µM]	6%[172 µM]	22
48	CCC(=O)N1Cc2ccccc2CC2(CCCN(Cc3ccc(O)cc3)C2)C1 (centres undefined)	5%	-3%	2%	20%	-8%	x	1
49	Cn1nccc1C(=O)NCC1COc2ncncc2C(=O)N1Cc1ccccc1 (centres undefined)	6%[87.6 µM]	-6%[88.5 µM]	u	7%[87.6 µM]	4%[172 µM]	1%[172 µM]	9
50	CCc1noc(-c2cn(C3CCN(C(=O)c4cccn4C)CC3)nn2)n1	8%	i	-12%	-26%	-2%	-2%	35

Later entries.
item	Compound	HEK293 viab	GPT2 inh	NIH3T3 tox	SNCA expr inh	HEK293 tox	FLuc inh	IP6K1 inhibitor
51	COc1cc([C@@H]2c3cc4c(cc3[C@H](O)[C@@H](CO)[C@@H]2C(=O)NC(C)C)OCO4)cc(OC)c1OC	-6%	-7%	-25%	6%	-29%	-5%	6
52	CCCC(C)N1CC2(CCN(C(=O)c3cnn4ccccc34)CC2)OC1=O (centres undefined)	6%	-7%	i	16%	-1%	5%	1
53	O=C(COCc1cc(-c2ccc3c(c2)OCO3)on1)Nc1cc(Cl)ccc1O	-2%	x	x	-19%	x	x	0
54	O=S(=O)(c1ccccc1)N1Cc2ccccc2CC2(CCN(Cc3cccnc3)C2)C1 (centres undefined)	-23%	-6%	u	0%	u	x	-9
55	Cn1c(NCc2ccccc2F)nc2ccccc21	14%	x	x	-16%	x	x	-10
56	Cc1[nH]c2ccccc2c1CC(=O)NCc1ccccc1-n1cncn1	-7%	4%	-13%	-14%	1%	-9%	-6
57	COCCn1c(C)cnc1CCNC(=O)COc1ccccc1	2%	i	-14%	34%[activator]	-9%	u	1
58	CCC(=O)N1CCN(c2nc3c(s2)CC(C(=O)NCC(C)C)CC3)CC1 (centres undefined)	3%	0%	-18%	16%	u	-7%	22

Gathered by group, the compounds so far with an NH in an aromatic ring
item	Compound	HEK293 viab	GPT2 inh	NIH3T3 tox	SNCA expr inh	HEK293 tox	FLuc inh	IP6K1 inhibitor
3	CCOc1ccc(N2C(=O)c3[nH]nc(-c4ccccc4)c3C2c2ccc(O)c(OC)c2)cc1 (centres undefined)	u	x	x	u	x	x	24
21	Cc1cc(C)cc(-c2ccc(CN3CCCC(c4nc5ccc(F)cc5c(=O)[nH]4)C3)cc2)c1 (centres undefined)	-6%&-12%	2%&-8%	18µM*	u	40µM*!	-5%	25&-11
27	CC(C)c1cc(C2CCN(Cc3cn[nH]c3-c3ccccc3)CC2)[nH]n1	-5%	i[11.5 µM]	-12%	-22%	-14%	-5%	50
34	c1ccc(N2CCN(c3ncnc4[nH]ncc34)CC2)cc1	-3%	x	x	92%[activator]	x	x	4
45	COc1ccc(CN2C[C@@H](F)[C@@H](OCc3nc4ccncc4[nH]3)C2)cn1	6%[87.6 µM]	u	-36%[174 µM]	-18%[87.6 µM]	-33%[172 µM]	-7%[172 µM]	3
56	Cc1[nH]c2ccccc2c1CC(=O)NCc1ccccc1-n1cncn1	-7%	4%	-13%	-14%	1%	-9%	-6

Hits appear at their usual frequency. About 7.8% of those tested had a hit in this group.
